PGC1a acetyl inh – inhibitors of PGC1a acetylation signal, primary screen, cell-based, U2OS, AlphaScreen, inhibitor mode. AlphaScreen anti-acetyl-lysine; with virally co-expressed GCN5 acetyltransferase. 0.17% of 350,000 active. inhibition, % at 15.6 µM;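 active means every replicate shows inhibition of at least 40%; inconclusive means mean inhibition at least 40% but some replicate below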;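 further: 0% = neutral control wells and 100% = positive control wells; some results beyond the cut were filed as inactive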
LGR2 antag – inhibitors of bursicon-induced LGR2 CRE-luciferase signal, primary screen, cell-based, HEK293, CRE-luciferase reporter, bursicon stimulation | bursicon-stimulated, 4 h | inhibition, % at 9.99 µM | 0.35% of 380,000 active | AID 720647, 2013;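 active means drop in luminescence signal, shown as inhibition above about 50% in the replicate tests, limit read from the data, passing the limit was not always enough; inconclusive means probably only some replicates passing the limit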;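 further: agonist challenge used bursicon conditioned medium at about half maximal strength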
Statin myotox sup – suppressors of statin myotoxicity in C2C12 myotubes, primary screen, cell-based, single point, plate reader. C2C12 myotubes + simvastatin, ATP luminescence, 48 h; scaled: DMSO 0, geranylgeraniol control 100. rescue of ATP level, % at 7.49 µM. 0.78% of 330,000 active. AID 602340, 2012;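 active means mean ATP rescue above about 67%, or every replicate alone reaching that limit, limit read from the data, passing the limit was not always enough; inconclusive means no clear call, values can overlap the other calls; inactive means mean under the limit and some replicate under it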;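 further: myotubes were challenged with 10 µM simvastatin during compound exposure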
ERAP1 inh – human ERAP1 aminopeptidase inhibitors, primary screen, biochemical, single point, plate reader; Endoplasmic reticulum aminopeptidase 1 (Homo sapiens), Q9NZ08; recombinant ERAP1, Leu-AMC fluorescence, 60 min; inhibition, % at 10.7 µM; 0.15% of 340,000 active; AID 652197, 2013;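 active means mean replicate inhibition of at least 30%, or all replicates individually reaching that 30% level; inactive means mean below 30% and not every replicate reaching it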;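 further: 0% = neutral control wells and 100% = L-leucinethiol positive control wells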
Xi reactivation – activators of inactive X chromosome reactivation, primary screen, imaging, XiGFP fibroblasts, GFP high-content imaging, set 2. XiGFP mouse fibroblasts, % GFP-positive cells imaging, 3 d; cells co-treated with 5-aza-dC sensitizer; scaled so ellipticine positive control = 100%. activation, % at 7.58 µM. 0.055% of 360,000 active. AID 743238, 2013;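 active means mean normalized replicate activation at least 10% and every replicate at or above 10%; inconclusive means only one of the two criteria met; inactive means mean below 10% and not all replicates reach 10%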;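 further: 0% = median of on-plate neutral control wells and 100% = ellipticine 6 µM median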
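System: 68-5-11 XiGFP fibroblast line | Buffer or medium: DMEM containing 5-aza-dC | Compound: Single point | Times: Compounds 3 days, fix/stain 15 min at room temperature | Benchmarks: Positive control ellipticine, 6 µM final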
SIRT5 inh – SIRT5 desuccinylase inhibitors, primary screen, biochemical, fluorescence imaging, single point, set 5 | 1.1% of 330,000 active | inhibition, % at 15 µM | AID 652115, 2013 | NAD-dependent protein deacylase sirtuin-5, mitochondrial (Homo sapiens), Q9NXA8 | Purified SirT5, succinyl-peptide AMC, trypsin-coupled fluorescence; in the data active means inhibition above about 15%; inconclusive means no clear call, values can overlap the other calls
Target sequence (Q9NXA8 whole entry, looked up): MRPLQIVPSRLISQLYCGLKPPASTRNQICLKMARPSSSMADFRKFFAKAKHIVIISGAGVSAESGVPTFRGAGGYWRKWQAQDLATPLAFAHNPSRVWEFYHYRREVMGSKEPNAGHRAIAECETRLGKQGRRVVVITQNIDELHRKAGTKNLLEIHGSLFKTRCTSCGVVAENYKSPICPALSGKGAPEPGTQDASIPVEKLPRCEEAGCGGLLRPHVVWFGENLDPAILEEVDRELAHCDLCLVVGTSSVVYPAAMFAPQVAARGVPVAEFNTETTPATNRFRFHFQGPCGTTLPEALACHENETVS
Cneo AK release – Cryptococcus neoformans cell lysis inducers, primary screen, AK release luminescence, single concentration | C. neoformans lysis, adenylate kinase release luminescence, 4 h; normalised: neutral wells 0, clomiphene wells 100 | lysis activity, % at 15 µM | 0.2% of 360,000 active;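 active means mean lysis activity across replicates of at least 80%, whatever share of replicates individually reach that level; inactive means mean lysis activity below 80%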
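Assay system: Cryptococcus neoformans yeast cells / Dosing: single-point compound dose / Timing: 4 h at 37 °C static, read 1 h later / Measured by: luminescence of released adenylate kinase using an AK detection reagent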
S100A4 MyoIIA – inhibitors of S100A4-myosin IIA peptide binding, primary screen, biochemical, fluorescence polarization, TAMRA-MyoIIA peptide; Protein S100-A4 (Homo sapiens), P26447; inhibition, % at 10.7 µM; 0.14% of 360,000 active;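 active means mean inhibition of at least 70% across replicates, with every replicate also reaching that level; inconclusive means mean inhibition reaches 70% but some replicates fall short; inactive means mean inhibition below 70%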
Target sequence (P26447 whole entry, looked up): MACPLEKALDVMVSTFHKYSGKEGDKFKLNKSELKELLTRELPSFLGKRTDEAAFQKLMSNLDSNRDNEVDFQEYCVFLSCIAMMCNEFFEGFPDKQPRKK
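Test system: S100A4 monomer protein; Medium: HEPES pH 7.2 with CaCl2, KCl, NaCl, DTT, Triton; Probe or stimulus: TAMRA-labelled myosin IIA heavy-chain peptide probe, 5 nM; Doses: one dose per compound; Times: polarization read 5 min after assay mix addition, stable 5–60 min; Benchmarks: neutral control DMSO, positive control TFP.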
* = called active by the depositor; ? = inconclusive; / = not tested or not shown. Some of the compounds tested. The share of hits here may be higher or lower than overall.

canonical_smiles	PGC1a acetyl inh	LGR2 antag	Statin myotox sup	ERAP1 inh	Xi reactivation	SIRT5 inh	Cneo AK release	S100A4 MyoIIA
Cc1ccc(S(=O)(=O)NCC(c2ccco2)S(=O)(=O)c2ccccc2)cc1 (stereo not drawn)	4	14	4	-8	0.0	-2	/	-8
Cc1ccc(C)c(OCCCCN2CCNCC2)c1C	-10	1	5	1	0.0	6	1	2
CC1(C)CC(=O)c2cnc(N3CCc4ccccc43)nc2C1	-9	-75	/	20	0.1	-3	/	-7
O=C(NCCN1CCC(n2c(=O)[nH]c3ccccc32)CC1)c1ccc(Cl)cc1	/	-18	/	-5	0.0	-3	/	0
COc1ccc([C@@H]2C[C@H]3[C@@H](CN2S(=O)(=O)c2ccccc2)C(=O)C[C@@H](c2cccc4ccccc24)N3S(=O)(=O)c2ccc(C)cc2)cc1	13	-14	-3	/	0.0	-4	0	-6
COc1ccc(OC)c(CNC(=O)CCC(=O)N2Cc3ccccc3Oc3ncccc32)c1	0	8	4	-1	0.2	-1	4	8
CCC(CC)c1nnc(NC(=O)C2CCN(C(=O)c3ccco3)CC2)s1	1	2	-3	-2	0.1	-2	2	-4
CCCNC(=O)[C@@H]1[C@@H](CO)[C@@H]2Cn3c(ccc(-c4ccc(OC)cc4)c3=O)[C@@H]2N1CCC	/	-23	13	0	0.6	-14	-4	2
CCC[N+]1(CC#CC2(O)CCCCC2)CCOCC1	/	12	/	85*	-0.1	/	/	5
O=C(C[C@H]1C[C@H]2c3cc(NC(=O)c4cccnc4)ccc3O[C@H]2[C@H](CO)O1)NCc1ccccn1	6	3	0	0	0.3	-1	-1	-7
CCN(c1ccccc1)S(=O)(=O)c1ccc(OC)c(NC(=O)C2=NN(c3ccccc3)C(=O)CC2)c1	/	-8	-77	6	0.9	3	0	3
COc1ccc(Nc2nnc(SC(C(=O)Nc3cc(C)ccc3C)c3ccccc3)s2)cc1 (stereo not drawn)	13	15	/	-5	0.2	-4	2	-3
O=C(N/N=C/c1cc(Cl)cc([N+](=O)[O-])c1O)C1CC1	5	4	-4	/	-0.1	4	-2	2
C[C@@H]1CCCCO[C@@H](CN(C)Cc2ccccc2)[C@H](C)CN([C@@H](C)CO)C(=O)c2cc(NC(=O)c3ccccc3)ccc2O1	-11	-6	/	/	0.1	/	-1	/
CN1CCC(N(C)C(=O)c2ccc(Cl)c(S(=O)(=O)N3CCOCC3)c2)CC1	10	-4	-2	-5	0.1	1	0	17
Cc1cc(C)c(NC(=O)CN2C(=O)NC3(CCc4ccccc43)C2=O)c(Cl)c1 (stereo not drawn)	-12	17	6	-2	0.0	2	1	-4
CC(C)CN(C(=O)CC1OC(=O)c2ccccc21)c1c(N)n(Cc2ccccc2)c(=O)[nH]c1=O (stereo not drawn)	/	-4	/	3	0.7	1	/	6
Fc1ccc(NC(=S)N2CCOCC2)cc1Cl	/	4	-1	/	0.0	/	-1	-33
Cc1cccc(CCN2C(Nc3ccccc3)=NC[C@@H]2CC(C)C)c1	-25	-8	-134	-12	0.1	/	4	1
Cc1cc(-n2cnc(-c3cn(C)nc3C)n2)no1	3	-18	/	2	0.0	-3	7	-1
COc1ccc2c3c([nH]c2c1)[C@H](CO)N(C(=O)C1CC1)CC31CN(S(C)(=O)=O)C1	/	-10	/	0	0.2	-3	/	-7
O=C(COc1ccccc1Cl)Nc1ccc(C(=O)O)cc1NC(=O)COc1ccccc1Cl	0	-15	2	-4	-0.1	-7	-3	3
COc1ccccc1N(C)S(=O)(=O)c1ccc(Cl)c(C(=O)NCc2cccnc2)c1	10	0	9	-2	0.0	-1	-1	-14
CCOC(=O)CC1=CCc2c1ccc(OC)c2OC	/	-58	/	0	0.1	6	/	3
COc1ccc(NC(=O)C2CCN(S(=O)(=O)c3cccc4cccnc34)CC2)cc1OC	-8	-16	-9	/	0.0	/	1	1

3 entries already listed, sorted by the value under LGR2 antag, lowest first:
molecule	PGC1a acetyl inh	LGR2 antag	ERAP1 inh	SIRT5 inh	S100A4 MyoIIA
Cc1cc(-n2cnc(-c3cn(C)nc3C)n2)no1	3	-18	2	-3	-1
COc1ccc2c3c([nH]c2c1)[C@H](CO)N(C(=O)C1CC1)CC31CN(S(C)(=O)=O)C1	/	-10	0	-3	-7
C[C@@H]1CCCCO[C@@H](CN(C)Cc2ccccc2)[C@H](C)CN([C@@H](C)CO)C(=O)c2cc(NC(=O)c3ccccc3)ccc2O1	-11	-6	/	/	/

Other structures follow.
canonical_smiles	PGC1a acetyl inh	LGR2 antag	Statin myotox sup	ERAP1 inh	Xi reactivation	SIRT5 inh	Cneo AK release	S100A4 MyoIIA
O=C1C=C(c2cc3ccccc3o2)C[C@@H](c2ccc(F)cc2)C1	-4	-4	-27	/	0.5	/	-1	/
O=C(NCc1ccccc1)c1cc(C2CCCCN2C(=O)CCc2ccccc2)on1 (stereo not drawn)	-8	3	1	-1	0.0	/	-1	-5
Cc1ncc(CO)c(CNc2ccc(Oc3ccccc3)cc2)c1O	-3	9	-9	1	0.3	-4	4	-8
O=C(CSC(=S)N1CCCC1)N/N=C/c1c(O)[nH]c(=S)[nH]c1=O	-8	-8	6	3	0.0	4	6	-14
COC[C@H]1CCCN1c1ccc2c(c1)O[C@H](COCc1ccccc1)CN([C@H](C)c1ccccc1)S2(=O)=O	/	-8	/	/	0.1	-4	/	-2
C[C@H](CO)N1C[C@H](C)[C@H](CN(C)C(=O)Nc2cccc3ccccc23)OCCCC[C@H](C)Oc2ccc(NC(=O)c3ccccc3)cc2C1=O	-3	?	/	0	0.0	5	-3	18
O=C(CSc1cccc(C(F)(F)F)c1)Nc1nnc(C2CC2)s1	4	-18	-3	5	0.0	1	0	-2
COc1ccc2c3c(n(C)c2c1)[C@H](CO)N(C(=O)C1CCOCC1)CC31CCN(C(=O)Nc2cccc(F)c2)CC1	/	-6	/	2	0.4	3	/	-8
O=C(C[C@H]1CC[C@H]2NC[C@H](O)COC[C@@H]2O1)NCc1ccc(Oc2ccccc2)cc1	-2	9	9	2	0.0	-2	-1	4
O=C(NC1CSCC1OC(=O)c1ccccc1)c1ccccc1 (stereo not drawn)	-6	-2	-5	5	-0.2	2	1	26
Cc1ccc(C)c(CN2CCN(c3ncccn3)CC2)c1	8	2	-10	-1	0.0	2	2	0
CCOC(=O)C[C@H]1c2ccccc2S(=O)(=O)N1Cc1cccc(C(F)(F)F)c1	/	6	5	-2	0.7	2	-3	-4
COc1ccccc1OCC(=O)NC1CCSc2ccccc21 (stereo not drawn)	-4	-3	1	0	0.2	-5	1	-13
CCOC(=O)N1CCN(C(=O)CSc2nnc(Cc3ccccc3)o2)CC1	6	9	-8	0	0.2	-2	-7	0
CCC(C)(C)C1CCc2c(sc(NC(=O)c3ccoc3C)c2C(N)=O)C1 (stereo not drawn)	-8	/	/	5	/	-5	1	1
O=C(NCCc1c[nH]c2ccccc12)C(F)(F)C(F)F	/	-4	-3	2	/	-3	5	-5
O=C(c1ccc(N2CCN(C(=O)c3ccccc3Br)CC2)cc1)c1cccc(F)c1	3	12	-10	0	0.1	0	-15	-4
CCCc1nc2ccccc2c(=O)n1N	15	1	0	/	/	/	0	/
CC(=O)c1ccc(Nc2nc(C)cc(C)n2)cc1	22	-23	-2	-1	0.0	2	3	-4
COC(=O)N1c2ccccc2CCc2ccccc21	8	-26	1	-1	0.0	-2	1	-4
NC(=O)c1ccc(N2CCC(C(N)=O)CC2)c([N+](=O)[O-])c1	-1	-11	-5	1	-0.1	-1	1	-3
COC(=O)c1ccc(-c2noc(CN(Cc3ccncc3)CC3CCCO3)n2)cc1 (stereo not drawn)	-8	-7	/	-1	0.1	3	/	-3
CCCCC(=O)NNC(=O)N1c2ccccc2Sc2ccccc21	-7	-7	3	0	0.1	-4	-4	-1
C[C@@H]1CCCCO[C@H](CN(C)Cc2ccncc2)[C@H](C)CN([C@@H](C)CO)C(=O)c2cc(NS(=O)(=O)c3ccc(F)cc3)ccc2O1	2	3	/	0	0.2	8	-4	-4
C[C@H]1CCCCO[C@@H](CN(C)C(=O)CCCN(C)C)[C@@H](C)CN([C@@H](C)CO)C(=O)c2cc(NC(=O)Nc3ccc(F)cc3)ccc2O1	0	-1	/	-9	0.2	3	9	5
CC1=C(C(=O)N2CCCCCC2)CC(CC(=O)NCCc2ccccn2)C(=O)N1Cc1ccc(C(C)(C)C)cc1 (stereo not drawn)	/	-2	/	-1	-0.2	/	/	2
COc1cc(OC)cc(N2CCN(S(=O)(=O)c3ccc(-n4cnnn4)cc3)CC2)c1	7	-21	-4	3	0.0	-4	2	-23
CCCCN(C(=O)CCC(=O)Nc1cc(C)on1)C(C(=O)NC1CCCC1)c1ccccc1OCC (stereo not drawn)	-4	-1	3	3	0.2	3	3	-1
N/C(=N\OC(=O)c1ccc(F)cc1)c1nonc1N	/	-35	/	0	-0.1	-2	/	5
COc1cc(NC(=O)CN(C)S(=O)(=O)c2ccc(-c3ccc(=O)[nH]n3)s2)cc(OC)c1	4	-10	0	5	0.0	3	2	1
COc1cccc(CC2(CO)CCCN(Cc3cc(F)ccc3-n3cccn3)C2)c1 (stereo not drawn)	-16	7	-10	0	0.0	/	-4	-3
Cc1ccc(N2CC(C(=O)Nc3ccc(S(=O)(=O)N4CCCC4)cc3)CC2=O)cc1C (stereo not drawn)	/	-12	3	-2	0.0	-1	0	0
CN(C)S(=O)(=O)c1ccc(C(=O)NCC(=O)N/N=C/c2ccco2)cc1	/	1	/	-1	0.2	-1	/	-1
O=C(NC1CCCC1)[C@@H]1[C@@H](CO)[C@@H]2Cn3c(ccc(-c4ccncc4)c3=O)[C@@H]2N1CCc1ccccc1	/	-12	-15	0	0.6	1	6	9
CC(C)(C)c1ccc(/C=C/C(=O)N2CCOCC2)cc1	/	-11	/	4	0.1	2	/	1
CCCCN(CC)CCNC(=O)c1cc2c(=O)n(C)c3ccccc3c2s1	/	10	-13	-8	0.0	-11	0	2
COc1cccc(NC(=O)c2ccc(N3C(=O)C4CCC(C)CC4C3=O)cc2)c1 (stereo not drawn)	/	-14	5	2	0.1	-5	-1	-2
COC(=O)c1ccc(C23CC4(C2)[C@H](CN(C)[C@@H]4c2ccccc2)C3c2ccc(C(F)(F)F)cc2)cc1 (stereo partly drawn)	-6	3	8	-3	0.4	-7	1	-5
O=C(CSc1nc2ccccc2o1)N/N=C/c1ccco1	-10	-10	3	-3	0.1	-5	-1	-1

Compound activity (PubChem BioAssay)
